hERG WT inh = qHTS for Inhibitors of KCHN2 3.1: Wildtype qHTS; Voltage-gated inwardly rectifying potassium channel KCNH2 (Homo sapiens), Q12809; U2OS, BacMam KCNH2, thallium flux FluxOr; hits give low values; activity change, % at 1.84 µM; 340,000 compounds, 0.37% hits; AID 720551, 2013;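 active means maximum activity change below -70%; inconclusive means maximum activity change between -70% and -50%; inactive means maximum activity change above -50%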; further: on the % scale 0 is the no-effect control and ±100 the full control effect
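U2OS cells were transduced with wild-type KCNH2 virus (2.03 x 10^8 / mL) for 4 h at room temperature, then cultured overnight at 37 C. Thallium flux was read with FluxOr dye. Rate constants were normalized to DMSO controls.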
FBPA coupling cs = qHTS Assay for Inhibitors of Fructose-1,6-bisphosphate Aldolase from Giardia Lamblia: Coupling assay counterscreen. coupling enzyme system counterscreen, AmpLite Red fluorescence. activity change, negative = inhibition, % at 58.2 µM, hits read low. 290,000 compounds, 0.67% hits. AID 2472, 2010; in the data active means activity change below about -30%; further: on the % scale 0 is the no-effect control and ±100 the full control effect
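Final compound at 57.5 uM, incubated 10 min at RT with coupling enzyme reagent (glyceraldehyde-3-phosphate), then 20 min with substrate and AmpLite Red detection. Fluorescence read at 525/598 nm; tests interference with the coupling assay, not aldolase inhibition.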
TRPV1 agonist = HTS Assay for Compounds that Act as Agonists of the Vanilloid Receptor 1; TRPV1-expressing cells, Fluo-8 calcium influx, agonist mode; activation, % at 8.33 µM; 320,000 compounds, 0.19% hits; AID 540275, 2011; Transient receptor potential cation channel subfamily V member 1 (Homo sapiens), Q8NER1; in the data active means activation above about 80%; inconclusive means between about 30% and that limit; further: 0% is about no effect
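Fluo-8 calcium influx in TRPV1-expressing cells, kinetic read (ex 480/em 520 nm). Compound added and read 3 min for agonist activity, followed by capsaicin at EC20 final and 2 min further read for enhancement.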
ASM inhibitor = Inhibitors of Secretory Acid Sphingomyelinase (S-ASM): qHTS; placental ASM, HMU-PC fluorogenic substrate, 60 min; Potency, µM (titrated, usually from 57.5 µM), without a hit: top-dose activity change, negative = inhibition, hits mostly inhibitors; 340,000 compounds, 0.006% hits; AID 504937, 2011; further: potency means the concentration at half of the fitted maximal effect
Target sequence (P17405 47-631 limits assumed): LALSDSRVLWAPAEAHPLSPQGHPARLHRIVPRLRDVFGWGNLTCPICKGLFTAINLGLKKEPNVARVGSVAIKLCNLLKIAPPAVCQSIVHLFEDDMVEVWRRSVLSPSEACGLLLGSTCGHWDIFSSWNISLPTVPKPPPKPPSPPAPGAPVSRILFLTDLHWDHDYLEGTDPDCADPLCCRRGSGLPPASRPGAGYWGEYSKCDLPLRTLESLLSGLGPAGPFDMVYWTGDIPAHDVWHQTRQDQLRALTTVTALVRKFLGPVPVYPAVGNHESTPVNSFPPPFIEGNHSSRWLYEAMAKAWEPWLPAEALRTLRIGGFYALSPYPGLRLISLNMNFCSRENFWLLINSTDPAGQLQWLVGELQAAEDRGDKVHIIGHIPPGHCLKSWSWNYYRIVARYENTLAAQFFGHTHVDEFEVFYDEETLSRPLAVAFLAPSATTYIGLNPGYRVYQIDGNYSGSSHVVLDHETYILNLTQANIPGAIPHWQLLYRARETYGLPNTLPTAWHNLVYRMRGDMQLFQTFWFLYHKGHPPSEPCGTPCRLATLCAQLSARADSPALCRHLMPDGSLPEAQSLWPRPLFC
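Steps: dispense placental human ASM, pin compound, wait 10 min at room temperature, add HMU-PC0 substrate at 9 uM final, incubate 60 min at 37 °C, add stop solution raising pH to 10, read fluorescence.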
a7 integrin act = qHTS for Activators of Integrin-Mediated Alleviation for Muscular Dystrophy; alpha7betagal myoblasts, beta-gal FDG fluorescence, 48 h; Potency, µM (series often up to 38.3 µM), without a hit: at the top dose activation, hits mostly activators; 350,000 compounds, 0.064% hits; AID 624291, 2012;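 further: potency means the concentration at half of the fitted maximal effect; 100% = response of the positive control SU9516; nearly all actives have a fitted effect of over 60% in size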
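alpha7betagal+/- myoblasts (passage 13, 250/well) treated 48 h at 37C with compounds at 1:260 dilution of DMSO stock. Lysed, then beta-galactosidase activity read as FDG fluorescence (ex 480/em 540) after 30 min, with pre-read for autofluorescence.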
CXXC DNA block = qHTS Fluorescence Polarization Assay for Inhibitors of MLL CXXC domain - DNA interaction; 290,000 compounds, 0.037% hits; MLL-CXXC / FITC-HOXA9 DNA fluorescence polarization; AID 2662, 2010; Potency, µM (top dose mostly 115 µM), inactives show at the top dose activity change, negative = inhibition, usual class: inhibitors; Histone-lysine N-methyltransferase 2A (Homo sapiens), Q03164; active means well fitted inhibition curve with a large enough effect in the polarisation, with a control signal flat, not every such curve was filed as active; inconclusive means small, poorly fitted or top-dose-only effect, or effect the other way, or a change in a side signal; inactive means no such curve, though single readings can be large or run the other way; the % refers to the polarisation; further: potency means the concentration at half of the fitted maximal effect
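Steps: dispense CXXC domain solution (7 uM) → pin compounds or unlabeled HOX-A9 DNA control → 5 min ambient → add FLSN-HOX-A9 solution (50 nM) → spin → 30 min ambient → fluorescence polarization. Tris pH 7.5/NaCl/DTT/BSA buffer.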
GALK inh = qHTS Assay for Inhibitors of Human Galactokinase (GALK); Potency, µM (highest dose often 57.5 µM), for the others: top-dose activity change, negative = inhibition, actives largely listed as inhibitors; 270,000 compounds, 0.007% hits; Purified GALK, Kinase-Glo residual ATP luminescence; further: potency means the concentration at half of the fitted maximal effect; on the % scale 0 is the no-effect control and ±100 the full control effect
Target sequence (P51570 whole entry, looked up): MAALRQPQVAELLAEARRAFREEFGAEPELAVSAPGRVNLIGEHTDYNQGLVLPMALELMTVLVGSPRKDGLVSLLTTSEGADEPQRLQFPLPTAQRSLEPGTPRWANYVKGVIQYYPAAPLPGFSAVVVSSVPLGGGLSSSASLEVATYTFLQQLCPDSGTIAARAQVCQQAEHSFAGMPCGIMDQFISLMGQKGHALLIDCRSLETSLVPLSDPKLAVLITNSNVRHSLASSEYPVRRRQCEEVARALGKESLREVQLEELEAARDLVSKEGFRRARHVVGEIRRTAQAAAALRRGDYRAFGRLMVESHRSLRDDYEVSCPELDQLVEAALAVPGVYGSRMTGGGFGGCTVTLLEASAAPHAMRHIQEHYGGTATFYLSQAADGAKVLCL
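Human GALK (5 nM) with 35 uM ATP and 100 uM galactose in 20 mM HEPES pH 8.0, 5 mM MgCl2, 60 mM NaCl, 1 mM DTT, 0.01% BSA. After 1 h at room temperature, leftover ATP was read by Kinase-Glo Plus luminescence.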
AT treatment = qHTS Assay for Identifying a Potential Treatment of Ataxia-Telangiectasia. […] A-T fibroblasts, KAP-1 phosphorylation AlphaLISA; neocarzinostatin DNA damage 30 min before lysis. Potency, µM (highest dose often 57.5 µM), without a hit: top-dose activation, hits mostly activators. 320,000 compounds, 0.19% hits; further: potency means the concentration at half of the fitted maximal effect; % of control where 0% means no effect; nearly all actives have a fitted effect of over 45% in size
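ATM-like activity read as KAP-1 phosphorylation via AlphaLISA donor/acceptor antibody pairs after lysis and 6 hr at 25C. Cells were ATM-null patient fibroblasts ([…], hTERT), dosed 60 min, then exposed to the DSB inducer NCS for 30 min.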
KCNH2 3.1 inh = qHTS for Inhibitors of KCHN2 3.1: Mutant qHTS; Potassium voltage-gated channel subfamily H member 2, brain isoform KCNH2 3.1 (human); U2OS KCNH2 3.1, thallium flux FluxOr; hits give low values; activity change, % (tested at about 1.8 µM); 340,000 compounds, 0.95% hits; AID 720553, 2013;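 active means maximum activity change below -70%; inconclusive means maximum activity change from -70% to -50%; inactive means maximum activity change above -50%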;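 further: thallium influx rate constant from kinetic fluorescence after stimulation buffer; on the % scale 0 is the no-effect control and ±100 the full control effect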
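Channel expression came from 3.1 mutant virus (1.77 x 10^8 /mL) applied to suspended U2OS cells for 4 h. Flux was tracked with FluxOr dye plus Red40 quencher, and kinetic rate constants normalized to controls.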
MBNL1-CUG inh = qHTS Assay for Inhibitors of MBNL1-poly(CUG) RNA binding. TR-FRET MBNL1-His/biotin-(CUG)12 binding, 665/545 ratio. 280,000 compounds, 0.036% hits. Potency, µM (highest dose often 57.5 µM), for the others: top-dose activity change, negative = inhibition, most hits filed as inhibitors. Muscleblind-like protein 1 (Homo sapiens), Q9NR56; active means well fitted inhibition curve with a large enough effect in the signal ratio, with a control signal flat, not every such curve was filed as active; inconclusive means small, poorly fitted or top-dose-only effect, or effect the other way, or a change in a side signal; inactive means no such curve, though single readings can be large or run the other way; the % refers to the signal ratio; further: potency means the concentration at half of the fitted maximal effect; on the % scale 0 is the no-effect control and ±100 the full control effect
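Inhibition of protein-RNA binding appears as loss of TR-FRET between terbium anti-His antibody on MBNL1-His and streptavidin-XL665 on biotin-(CUG)12. Activity is normalized to buffer-only and uninhibited-complex controls.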
* marks the source's active call; other numbers are inactive results; i = inactive; ? = inconclusive; nt = no result given; & = joins results of further samples; [ ] = dose if it differs, or a comment. Unless noted, the call rests on the fitted dose curve; in most records, active means well fitted curve in the direction sought with a large enough effect; inconclusive means small, poorly fitted or top-dose-only effect, or another doubt; inactive means no such curve, though single readings can be large; an effect the other way counts as inactive or inconclusive. An excerpt; the hit share may differ from the screen's.

compound,hERG WT inh,FBPA coupling cs,TRPV1 agonist,ASM inhibitor,a7 integrin act,CXXC DNA block,GALK inh,AT treatment,KCNH2 3.1 inh,MBNL1-CUG inh
Cc1cccn2c(=O)c3c(nc12)N1CCc2ccccc2C1C1(C3)C(=O)NC(=O)N(C)C1=O (centres undefined),-16.8,-3.5,6.0,3.1%,-27.7%,5.5%,0.5%,-5.6%,1.1,5.4%
Nc1ncn[nH]1,1.4,-0.7,nt,0.0%,17.7%,nt,nt,nt,0.9,nt
COc1ccc(/C=C2/C(=O)NC(=O)N(Cc3ccco3)C2=O)cc1,nt,-19.0,7.0,nt,nt,-7.3%,0.1%,-6.7%,nt,-3.9%
CC(C)COc1ccc(Cc2c(O)[nH]c(=S)[nH]c2=O)cc1,3.9,2.4,-4.8,-2.3%,9.7%,-5.5%,0.9%,-9.8%,-8.2,-6.7%
CC(C)CN(CC(C)C)c1ccc(C=C2C(=O)NC(=S)NC2=O)cc1[N+](=O)[O-],-1.3,-18.8,-2.5,-13.7%,28.7%,?,-9.6%,-10.3%,1.2,?
CC1CN=C(NCc2ccccc2Cl)S1 (centres undefined),-6.6,2.4,-3.9,4.6%,0.7%,9.7%,-1.8%,-7.9%,-6.9,-9.3%
Cc1ccc(OCCOc2cccc(C=C3C(=O)NC(=O)NC3=O)c2)cc1,-1.8,2.6,9.9,-7.8%,-11.8%,0.1%,1.9%,6.5%,10.9,7.1%
O=C(Cc1ccccc1)OCn1nnc2ccccc2c1=O,8.3,-1.6,1.1,-2.0%,-1.8%,-0.2%,-1.0%,2.6%,-5.4,-7.4%
Cc1cc(C(=O)Nc2ccccc2)nn1C(C)(C)C,3.1,-1.1,?,-1.2%,36.1%,10.1%,-1.8%,-11.5%,1.9,0.8%
CCOC(=O)C(NC(=O)C(Cc1ccc(N(CCCl)CCCl)cc1)NC(C)=O)C(C)C (centres undefined),-4.1,-0.6,-0.5,0.0%,5.4%,10.1%,5.0%,-0.1%,6.5,-4.9%
O=C(Cc1ccccc1)N1CCN(C2CCCC2)CC1,11.5,-2.1,-6.7,2.3%,5.4%,-6.0%,-1.1%,2.5%,17.4,5.3%
O=c1[nH]c(=S)n(Cc2ccco2)c(O)c1C=NCc1cccs1,8.2,1.6,3.0,1.3%,0.6%,8.9%,3.1%,nt,-16.6,194.5%[activator]

Following part.
compound,hERG WT inh,FBPA coupling cs,TRPV1 agonist,ASM inhibitor,a7 integrin act,CXXC DNA block,GALK inh,AT treatment,KCNH2 3.1 inh,MBNL1-CUG inh
Oc1ccc(Cl)cc1,7.2,1.0,nt,2.8%,nt,2.8%,nt,-4.0%,16.8,nt
COc1ccc(CCNCc2ccc(SC)cc2)cc1,11.9,2.2,4.3,7.4%,17.2%,0.4%,5.5%,5.3%,0.4,-10.7%
COc1ccc(-c2nn(CCC#N)cc2C(=O)NCc2ccccc2)cc1OC,-0.8,0.4,-3.1,-0.9%,1.9%,3.4%,-3.4%,6.1%,-7.5,-3.6%
COc1ccc2c(c1)NP(=S)(Oc1ccccc1)N2 (centres undefined),-3.0,-4.4,16.8,-3.5%,-19.9%,?,4.4%,nt,-4.4,-1.9%
O=C1NC(=O)N(C2CCCCC2)C(=O)C1C1c2ccccc2C(=O)N1Cc1ccccc1 (centres undefined),-21.1,3.5,-2.3,0.0%,7.5%,3.3%,0.4%,-2.3%,1.4,0.3%
O=C(O)c1ccccc1NC(=O)C1C2CCC(O2)C1C(=O)O (centres undefined),nt,1.9,-0.5,nt,nt,1.4%,-0.6%,-2.3%,nt,-4.9%
N#CCP(=S)(c1ccccc1)c1ccccc1,8.8,0.1,-1.7,-0.9%,1.0%,-12.1%,1.5%,-6.3%,-28.1,-5.7%
O=c1[nH]c(=O)n(-c2ccccc2)c(O)c1N=Nc1ccc(Br)cc1,3.2,-5.1,2.3,-16.9%,-17.2%,-6.7%,2.0%,-4.8%,5.2,?
CN1C(=O)NC(=O)/C(=C/c2ccc([N+](=O)[O-])o2)C1=O,-1.7,-10.3,-0.6,-1.1%,16.8%,?,1.8%,-7.4%,-3.3,?
CN1C(=O)C(=Cc2ccc(-c3cccc(Cl)c3)o2)C(=O)N(C)C1=O,nt,3.7,0.7,nt,nt,-0.4%,nt,-0.7%,nt,9.7%
CCCCn1c(O)c(C(C)=NCCCn2ccnc2)c(=O)[nH]c1=O,-5.2,-0.4,-1.1,-4.2%,-17.3%,2.1%,0.2%,-1.7%,-7.0,12.4%
COCCCNC(=S)NCCCNc1nc2cc(C)cc(C)c2cc1C#N,-5.2,-2.6,5.6,227.1%[activator],-12.0%,-7.5%,-1.7%,6.3%,9.0,2.7%

Next structures follow:
compound,hERG WT inh,FBPA coupling cs,TRPV1 agonist,ASM inhibitor,a7 integrin act,CXXC DNA block,GALK inh,AT treatment,KCNH2 3.1 inh,MBNL1-CUG inh
COC(=O)C1=C(c2ccc(S(C)(=O)=O)cc2)C[C@@H]2CC[C@H]1N2C(=O)N1CCC(O)CC1,6.5,nt,nt,4.2%,-6.1%,nt,nt,nt,-7.2,nt
CC(=NCCC1=CCCCC1)c1c(O)[nH]c(=O)[nH]c1=O,-18.4,4.3,0.3,-1.7%,-7.9%,0.2%,7.6%,7.2%,-6.0,-1.3%
CCCCc1cc(=O)oc2c3c(cc(OCC(=O)N4CCC[C@H]4C(=O)O)c12)OC(C)(C)CC3,1.8,2.8,4.7,73.8%[activator],7.0%,-16.4%,nt,7.6%,4.5,3.8%
O=C1NC(=O)C2(CCCC2)C(=O)N1,-6.9,nt,nt,2.9%,0.0%,nt,nt,nt,-12.0,nt
COc1ccc(CCNCc2ccc(F)cc2)cc1OC,-1.5,0.6,2.4,-1.4%,-11.4%,6.6%,-3.3%,5.3%,-5.6,1.9%
CN1CCN(C(=O)COc2ccc(S(=O)(=O)Nc3ccc(F)cc3)cc2)CC1,-15.6,nt,-2.6,0.6%,-29.5%,-8.7%,6.6%,-5.8%,-15.0,-10.6%
O=C1NC(=O)C(Sc2ccccc2[N+](=O)[O-])C(=O)N1,-3.3,-13.7,-0.1,-0.1%,10.6%,0.6%,-1.6%,-2.8%,-3.4,?
CCOC(=O)C1=C(N)Oc2cc(C)oc(=O)c2C12C(=O)N1c3c(cccc32)C(C)CC1(C)C (centres undefined),-5.6,1.2,?,3.4%,2.4%[7.66 µM],-7.7%,-3.2%,nt,-8.9,4.1%
CCOP(=O)(OCC)C(O)c1ccc(OC)cc1OC (centres undefined),3.8,-1.9,-2.1,0.5%,-11.2%,3.9%,-3.1%,-1.2%,10.2,-16.2%
CCCCCCn1c(=O)c(C(=O)Nc2cccc(C)n2)c(O)c2ccccc21,-7.4,-1.0,-1.9,0.1%,25.5%,-3.8%,2.6%,4.2%,16.0,0.8%
CCCC(C)(COC(N)=O)COC(=O)NC(C)C (centres undefined),-10.7,2.5&0.2,1.2,0.5%,nt,9.1%&2.3%,-2.1%,-15.1%,-0.2,-14.3%
CN1C(=O)C(=Cc2ccccc2OCCOc2ccc([N+](=O)[O-])cc2)C(=O)N(C)C1=O,i,0.1,6.6,-3.5%,-50.6%,?,-0.5%,-2.2%,7.7,13.4%

Continuation:
compound,hERG WT inh,FBPA coupling cs,TRPV1 agonist,ASM inhibitor,a7 integrin act,CXXC DNA block,GALK inh,AT treatment,KCNH2 3.1 inh,MBNL1-CUG inh
CC[N+]12CCC(CC1)C(C(O)(c1ccccc1)c1ccccc1)C2 (centres undefined),-7.4,1.8,-1.0,4.3%,-50.1%[inhibitor],-5.4%,-0.9%,19.2%,-3.4,-3.0%
Cc1ccc(N)c(N)c1,-5.2,0.1,?,-2.0%,nt,nt,nt,-3.5%,11.4,nt
COC(=O)CSC1=NP(=S)(SCC(=O)OC)N2CCCC2=C1C#N (centres undefined),-23.2,4.4,0.5,-0.8%,-31.0%,11.6%,5.1%,9.6%,13.6,0.1%
CS(=O)(=O)c1ccc(C(=O)N2CCC(C(=O)O)(c3ccccc3)CC2)cc1,3.4,-0.4,0.5,0.5%,24.5%,1.5%,-2.4%,8.1%,-4.3,3.8%

High-throughput results: PubChem BioAssay, National Center for Advancing Translational Sciences (NCATS)
